KCC2 mod: KCC2 cotransporter modulators, thallium flux, primary screen, cell-based, HEK293 KCC2, FluoZin-2 fluorescence, MLSMR; 2.2% of 190,000 active; KCC2 cells, thallium flux FluoZin-2 fluorescence; B-score of Tl+ flux slope (higher = more flux/activation; lower = inhibition) at 10 µM; Solute carrier family 12 member 5 (Homo sapiens), Q9H2X9; AID 1456, 2008;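 active = thallium flux slope and its plate-corrected score both differing from the plate sample mean at a set confidence after two filtering rounds, in either direction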;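 also: slope of fluorescence scaled to starting intensity during 10 to 20 s after thallium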
m-calpain inh: inhibitors of pig calpain II, primary screen, biochemical, fluorogenic peptide substrate, 1536-well. inhibition, % at 16 µM. 0.37% of 220,000 active. purified calpain II, 30 min. AID 1236, 2008;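 active = inhibition above about 50%, limit read from the data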
FXIa inh 1536: human FXIa protease inhibitors, primary screen, biochemical, 1536-well | purified FXIa, Boc-Glu-Ala-Arg-AMC fluorogenic substrate | inhibition, % at 5 µM | 0.14% of 220,000 active | AID 798, 2007;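 active = inhibition of at least 40%; inactive = inhibition below 40%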;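 also: fluorescence of freed AMC excited at 355 nm; 0% = enzyme without compound and 100% = no enzyme blank; many of its hits are not listed in these tables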
Target sequence (P03951 19-387 limits assumed): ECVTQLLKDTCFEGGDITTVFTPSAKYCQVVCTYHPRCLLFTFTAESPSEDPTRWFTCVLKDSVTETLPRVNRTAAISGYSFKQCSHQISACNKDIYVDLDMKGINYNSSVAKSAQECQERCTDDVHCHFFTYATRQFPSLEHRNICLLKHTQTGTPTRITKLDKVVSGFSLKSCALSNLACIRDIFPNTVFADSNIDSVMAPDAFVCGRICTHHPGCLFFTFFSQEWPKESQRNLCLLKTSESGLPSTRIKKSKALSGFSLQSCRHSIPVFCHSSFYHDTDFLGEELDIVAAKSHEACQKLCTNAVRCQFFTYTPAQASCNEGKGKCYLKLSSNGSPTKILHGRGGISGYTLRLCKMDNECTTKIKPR
Target sequence (P03951 388-625 limits assumed): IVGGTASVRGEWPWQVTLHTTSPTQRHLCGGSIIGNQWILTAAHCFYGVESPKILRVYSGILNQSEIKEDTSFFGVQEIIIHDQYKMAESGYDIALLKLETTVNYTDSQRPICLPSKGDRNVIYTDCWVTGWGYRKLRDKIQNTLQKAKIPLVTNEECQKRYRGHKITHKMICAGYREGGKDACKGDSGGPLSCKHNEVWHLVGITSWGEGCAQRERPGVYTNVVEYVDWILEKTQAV
PERK inhibitor: block of dimerizer-induced PERK translation repression, primary screen, PERK inhibitor project, CHO PERK-DD cells, SEAP luminescence, HTS. Eukaryotic translation initiation factor 2-alpha kinase 3 (Homo sapiens), Q9NZJ5. AID 1416, 2008. inhibition, % at 5.6 µM. CHO PERK-DD fusion, SEAP luminescence translation reporter. 0.17% of 220,000 active;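 active = inhibition above the mean inhibition of all tested compounds plus 3 SD, set separately per screening campaign, cut at about 2.9% in these data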;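 also: PERK kinase domain activated by AP20187 dimerizer at 100 nM; 0% = DMSO with dimerizer and 100% = rapamycin at 8.4 µM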
Thrombin inh: human alpha-thrombin inhibitors, primary screen, counter-screen for coagulation protease inhibitor project, biochemical, 1536-well, fluorogenic AMC substrate; Boc-VPR-AMC fluorogenic substrate cleavage; AID 1046, 2008; Prothrombin (Homo sapiens), P00734; 0.26% of 220,000 active; inhibition, % at 5 µM;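 active = inhibition at or above 40%; inactive = inhibition below 40%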;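 also: 0% = enzyme with no compound and 100% = wells without enzyme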
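System – human alpha-thrombin protein · Reagent – Boc-VPR-AMC substrate, 15 µM final · Compound – 5 µM single dose in 0.2% DMSO · Schedule – reaction at room temperature · Technique – AMC fluorescence at 355 nm excitation and 460 nm emission · Read-out basis – % inhibition relative to enzyme controls and enzyme-free blanks · Control set – no-compound enzyme wells and no-enzyme blanks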
FXIIa inh 1536: human FXIIa protease inhibitors, primary screen, biochemical, 1536-well; purified FXIIa, Boc-QGR-AMC fluorogenic substrate, 2 h; inhibition, % at 5 µM; 0.3% of 220,000 active; AID 800, 2007; in the data active = inhibition above about 40%;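 also: 0% = enzyme with no compound and 100% = blank without enzyme; many of its hits are not listed in these tables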
Furin inh: human furin inhibitors, primary screen, biochemical, fluorescence intensity | purified furin, fluorogenic substrate cleavage | inhibition, % at 30 µM | P09958 | 0.061% of 220,000 active; in the data active = inhibition above about 25%; also: inactives centre near -15
hK5 inh: human KLK5 protease inhibitors, primary screen, biochemical, 1536-well; Kallikrein-5 (Homo sapiens), Q9Y337; recombinant hK5, fluorogenic AMC substrate cleavage; inhibition, % at 5 µM; 0.59% of 210,000 active;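 active = inhibition of 40% or more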;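 also: 0% = enzyme controls without compound and 100% = no-enzyme blanks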
Rad51 HR inh: human RAD51 strand exchange inhibitors, primary screen, biochemical, fluorescence | DNA repair protein RAD51 homolog 1 (Homo sapiens), Q06609 | hRad51 DNA strand exchange, fluorescence dequenching | inhibition, % at 10 µM | 0.085% of 200,000 active;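 active = inhibition above 40% at the single screening dose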;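 also: 0% = DMSO control wells and 100% = blanks with heterologous ssDNA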
Target sequence (Q06609 whole entry, looked up): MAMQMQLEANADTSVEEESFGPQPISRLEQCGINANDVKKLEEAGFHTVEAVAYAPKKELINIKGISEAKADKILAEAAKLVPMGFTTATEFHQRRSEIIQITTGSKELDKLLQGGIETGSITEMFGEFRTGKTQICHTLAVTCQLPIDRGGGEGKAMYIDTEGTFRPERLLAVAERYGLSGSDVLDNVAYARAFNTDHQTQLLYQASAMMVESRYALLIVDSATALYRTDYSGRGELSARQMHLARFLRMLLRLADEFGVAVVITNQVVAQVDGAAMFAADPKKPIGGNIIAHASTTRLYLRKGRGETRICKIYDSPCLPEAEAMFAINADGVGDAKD
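Material: Human Rad51 nucleoprotein filaments preassembled on unlabelled ssDNA | Also added: Labelled 47-mer dsDNA for strand exchange | Dosing: Single dose, 10 µM final compound | Schedule: 30-min compound preincubation and 15-min exchange, both room temperature | Technique: Fluorescence dequenching at 485/520 nm | Measure: Percent inhibition relative to plate controls and blanks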
An asterisk follows results filed as active; i = inactive; / = no result given; [ ] = another dose, or the depositor's remark.

cpd	SMILES	KCC2 mod	m-calpain inh	FXIa inh 1536	PERK inhibitor	Thrombin inh	FXIIa inh 1536	Furin inh	hK5 inh	Rad51 HR inh
1	COC(=O)CNC(=O)c1sc2ncn(CC(=O)Nc3ccc(C)c(Cl)c3)c(=O)c2c1C	-0.42	52*	-1	0.8	-8	10	-18	-3	-26
2	CC(=O)Nc1ccc(CN2CCN(Cc3ccc(F)c(F)c3)C(CCO)C2)cc1 (stereo unspecified)	0.11	-25	1	1.2	2	8	-20	/	/
3	CCCCc1c(O)nc(N2CCN(Cc3ccccc3)CC2)[nH]c1=O	0.16	-8	4	0.5	3	14	-22[20 µM]	-3	-6
4	COc1c(C)cc(Br)cc1C(=O)NC(=S)Nc1ccc(Cl)c(C(=O)O)c1	-1.6	-60	1	1.6	-10	7	-23	8	-25
5	COC(=O)c1cnn(-c2ccccc2)c1N	0.75	14	1	0.5	-4	9	-9	0	/
6	Cc1ccc(OCC(O)CN2C(=O)NC(C)(C)C2=O)cc1 (stereo unspecified)	-0.044	-22	5	0.8	1	12	-24[20 µM]	-8	-6
7	C#CCn1c(-c2cccs2)nc2ccccc21	-0.61	-142	-4	0.3	-12	3	-34	-8	13
8	O=C(COC(=O)c1ccc(Br)cc1)NCc1ccccc1	0.62	-8	-2	0.9	-7	8	-20	-7	-1
9	COc1cc(OC)cc(C(=O)N[C@H](C(=O)OCC(=O)Nc2ccc(C)cc2C)C(C)C)c1	/	29	-4	-1.7	-2	9	-9	-5	30
10	Cc1cc(C)c2nc(C)cc(Nc3ccc(C(=O)N4CCOCC4)cc3)c2c1	-0.32	-7	3	-1.2	1	7	6	0	7
11	CCN(c1ccccc1)S(=O)(=O)c1ccc(OC)c(NC(=O)C2CC(=O)N(Cc3ccccc3)C2)c1 (stereo unspecified)	-1.4	-14	-4	-0.4	-5	2	-16	-2	-42
12	Cc1ccc(CCNC(=O)C2CCCN(C(=O)N(C)C)C2)cc1 (stereo unspecified)	-0.11	-11	18	0.1	6	27	-8[20 µM]	-4	-8
13	COc1ccccc1C(=O)NCC(=O)OCC(=O)Nc1cccc(S(=O)(=O)N(C)C)c1	-1.6	-19	-7	0.2	-4	-2	-21	-11	10
14	CC1=Nn2c(nnc2-c2ccccc2Cl)SC1	1.1	-34	3	1.0	-11	14	-14	-21	-4
15	COCCNC(=O)COc1ccc(C)cc1C	-4.4*	-52	1	0.8	0	9	-11[20 µM]	-5	-21
16	C=CCNc1nc(S(=O)Cc2ccc(C)cc2)nc2c1CCCC2 (stereo unspecified)	-2.5	22	2	0.1	-7	13	-10	-6	-22
17	Cc1ccc(N(CC(=O)Nc2ccc(F)c(Cl)c2)S(=O)(=O)c2c(C)noc2C)cc1	/	1	7	1.8	6	15	-17	4	-3
18	Cn1c(=O)[nH]c(=O)c2c1nc(SCCN1CCOCC1)n2CCCc1ccccc1	0.35	-31	4	0.2	1	16	-7	-5	4
19	Cc1cc(Br)ccc1SCC(=O)OCC(=O)NC1CCCC1	0.84	30	-4	-0.1	-9	3	-17	-14	-11
20	CCOc1cc(N2CCOCC2)c(OCC)cc1NC(=O)CSc1ncn[nH]1	-0.11	18	-4	0.0	-7	-2	-7	-6	-20
21	Clc1ccc2c(c1)C(N1CCNCC1)=Nc1ccccc1O2	1	9	-3	-1.7	-2	3	-12	-12	-9
22	CCOC(=O)/C=C1/N(C)c2ccccc2C1(C)C	-0.96	7	3	1.2	4	15	-31	7	12
23	O=C(Nc1ccc(N2CCOCC2)cc1)C1(c2ccc(Cl)cc2)CCC1	0.83	-26	9	0.7	-2	/	-33	0	-4
24	COCc1c(C(=O)N/N=C/C2CC=CCC2)nnn1-c1nonc1N (stereo unspecified)	-0.68	-2	2	0.4	1	6	-19	-13	-6
25	CCOC1=C/C(=C/c2c(N)n3nc(-c4ccccc4)sc3nc2=O)C=CC1=O	-1.8	-72	8	1.7	/	12	-1	4	-99
26	COc1ccc(NC(=O)c2ccccc2NC(=O)CSc2ccc(Cl)cc2)cc1	-1.1	18	1	0.0	-11	-2	-15[20 µM]	-17	-1
27	O=C(O)CCCNC(=O)/C(=C\c1ccccc1F)NC(=O)c1ccccc1	-0.026	9	-6	1.5	0	2	-20	-11	2
28	C=CCn1cc(/C=C2\SC(N3CCOCC3)=NC2=O)c2ccccc21	-1.4	-26	3	-0.1	1	10	-8	8	21
29	Fc1ccc(F)c(C2=NNC(=NCC3CCCO3)SC2)c1 (stereo unspecified)	-0.34	11	-1	0.4	-5	6	-11	-1	-9
30	COc1ccccc1N(CC(=O)N/N=C/c1ccccc1C(=O)O)S(C)(=O)=O	-0.96	15	11	0.1	2	7	-23	8	11
31	Cc1cccc(N/C=C/C(=O)c2cccs2)c1C	-0.0077	9	2	0.4	-9	5	-8	-1	-15
32	Cc1sc(NC(=O)CSc2nnnn2C(C)C)c(C#N)c1C	/	21	0	0.1	2	11	-15	2	2
33	COC(=O)COc1nc(C)c(Br)c(OC)n1	/	7	1	0.7	-2	10	-18[20 µM]	-5	4
34	Cc1cc2cc(CN(CC3CCCO3)C(=S)Nc3ccccc3)c(=O)[nH]c2cc1C (stereo unspecified)	-0.36	-57	4	-0.7	-4	7	-18	-11	-3
35	Cc1cc(N2CCC(C)CC2)nc(SCC(=O)c2ccccc2)n1	-0.92	1	4	-1.2	-1	16	-5[20 µM]	-14	8
36	Cn1cc(S(=O)(=O)N2CCCC(C(=O)O)C2)cn1 (stereo unspecified)	0.39	8	-6	0.8	-7	-2	-16	-4	4
37	CSC1=NCCN1C(=O)c1ccc2ccccc2c1	-0.069	5	1	-0.2	4	12	-8	-1	4
38	c1csc(C2C3=C(Nc4ncnn42)c2ccccc2OC3)c1 (stereo unspecified)	/	i	-2	0.1	1	11	-12	-1	-10
39	Cc1cc(Cl)ccc1NC(=O)CSc1nnc(-c2ccncc2)n1Cc1ccco1	/	-38	13	0.2	-1	17	-5	3	9
40	Cc1ccc(-c2nnn3c2nc(NCCc2ccc(S(N)(=O)=O)cc2)c2ccccc23)cc1	1	-96	-8	-0.1	-11	-8	1	-7	-12
41	CN=c1scc(-c2cccs2)n1/N=C/c1ccccc1O	-1.6	-10	21	0.7	-8	23	-4	-19	-7
42	COc1ccc(-c2nc(NC(=O)C3CC(=O)N(c4ccc5c(c4)OCCO5)C3)sc2C)cc1 (stereo unspecified)	0.31	-70	5	-0.1	-3	8	-7	-9	1
43	Cc1cc(NC(=O)CCC(=O)N(c2ccccc2)C2(C(=O)NC3CCCCC3)CCCC2)no1	-0.031	23	-1	-0.6	-5	9	-14	2	/
44	Cc1ccc2c(c1)cc(CN(Cc1ccc3c(c1)OCO3)C(=O)c1cnccn1)c1nnnn12	0.027	29	-16	-1.5	3	14	7	10	9
45	NNc1nc2ccc(Cl)cc2s1	0.84	-20	-1	-1.1	-7	2	-20	-10	6
46	Cc1ccc(CNC(C)(C)CO)cc1	1.2	20	3	0.6	-5	2	-9	-9	16
47	O=S(=O)(c1ccc(NC(=S)Nc2ccc(OC(F)F)cc2)cc1)N1CCOCC1	0.16	22	4	1.0	-2	14	-6	-10	27
48	Cc1ccc(NC(=O)C2CC(=O)N/C(=N/N=C/c3ccco3)S2)cc1C (stereo unspecified)	-0.92	3	-7	0.5	20	-3	-8	-4	1
49	COc1ccc(-c2cnc3nc(/N=C/N(C)C)nn3c2/N=C/N(C)C)cc1	-0.087	-32	2	0.6	-10	9	-1	-4	3
50	Cc1nc(NCCc2ccc(F)cc2)c(C#N)c(C)c1[N+](=O)[O-]	1.2	-13	-2	0.5	-13	4	-16	-8	3
51	CCC(CC)NC(=O)c1cccc([N+](=O)[O-])c1C	-0.44	20	-9	-0.7	-7	2	-14	2	/
52	CCC(C)c1ccc(S(=O)(=O)N2CCN(C(=O)COc3ccc4c(C)cc(=O)oc4c3)CC2)cc1 (stereo unspecified)	0.34	-16	4	-0.7	-1	9	-25[20 µM]	-18	0
53	O=C(Cc1ccccc1F)Nc1nc2ccccc2[nH]1	1.1	-26	-6	1.5	2	-7	-35	-22	13
54	COc1ccc(CNC(=O)C2CCN(S(C)(=O)=O)CC2)cc1	0.33	5	-5	0.6	-9	4	-23	-3	-1
55	CC(C)/C=N\NC(=O)CCCCC(=O)N/N=C/C(C)C	-0.14	11	-5	0.5	-5	0	-30	-8	/
56	CC1(C)CC2(C)OC(=N)C1(C#N)C2(C#N)C#N (stereo unspecified)	-0.48	-1	0	-0.3	-5	4	-9	2	-12
57	CC(C)(C)NC(=O)c1ccc2c(c1)N(CC(=O)N1CCN(c3ccccc3F)CC1)C(=O)C(C)(C)O2	-0.2	-33	7	-0.1	3	15	-20	-18	-39
58	Cc1nc2ccc(-n3ccc(=O)cc3)cc2s1	/	22	-10	0.0	-7	-16	-11	-20	-8
59	CC(C)(C)c1ccc(S(=O)(=O)NCCc2ccncc2)cc1	/	18	2	0.0	-2	14	-27	-1	-10
60	FC(F)(F)c1nc2ccccc2nc1N/N=C/c1ccc(Cl)cc1	/	-25	0	-0.2	-4	4	-17[20 µM]	-2	5

Part of the list above in order of number of heavy atoms, lowest first.
cpd	SMILES	KCC2 mod	m-calpain inh	FXIa inh 1536	PERK inhibitor	Thrombin inh	FXIIa inh 1536	Furin inh	hK5 inh	Rad51 HR inh
46	Cc1ccc(CNC(C)(C)CO)cc1	1.2	20	3	0.6	-5	2	-9	-9	16
55	CC(C)/C=N\NC(=O)CCCCC(=O)N/N=C/C(C)C	-0.14	11	-5	0.5	-5	0	-30	-8	/
54	COc1ccc(CNC(=O)C2CCN(S(C)(=O)=O)CC2)cc1	0.33	5	-5	0.6	-9	4	-23	-3	-1
47	O=S(=O)(c1ccc(NC(=S)Nc2ccc(OC(F)F)cc2)cc1)N1CCOCC1	0.16	22	4	1.0	-2	14	-6	-10	27
57	CC(C)(C)NC(=O)c1ccc2c(c1)N(CC(=O)N1CCN(c3ccccc3F)CC1)C(=O)C(C)(C)O2	-0.2	-33	7	-0.1	3	15	-20	-18	-39

The list continues.
cpd	SMILES	KCC2 mod	m-calpain inh	FXIa inh 1536	PERK inhibitor	Thrombin inh	FXIIa inh 1536	Furin inh	hK5 inh	Rad51 HR inh
61	Cc1nc2ccc(Cl)cc2nc(C)/c1=N\O	0.094	-3	2	1.9	3	15	-21	0	-2
62	COc1ccccc1OCC#CCSc1ncccn1	-0.82	-42	-2	0.5	1	2	-31	-17	-1
63	NC(=O)COC(=O)/C=C/c1ccccc1[N+](=O)[O-]	-0.054	15	8	-0.3	3	8	-16	1	3
64	Cc1ccc(NC(=O)COc2ccccc2C(=O)Nc2ccccc2)cc1Cl	0.36	13	-1	0.4	-3	5	-16	1	2
65	Cc1c(-c2n[nH]c(=S)n2-c2ccc(C(F)(F)F)cc2)nnn1-c1ccccc1	1.6	3	7	-0.4	-3	6	-22	-15	6

Some of the compounds tested; the hit share may differ from the screen's.
